Compound activity from PubChem BioAssay.
ELG1 genotox: genotoxicity induction in ELG1-luciferase HEK293T cells; Potency, µM (highest dose often 46 µM), without a hit: top-dose activity change, positive = activation, hits mostly activators; 330,000 compounds, 1.3% hits; AID 504466; HEK293T ELG1-luciferase reporter, luminescence, 16 h; note: potency is the fitted concentration of half-maximal effect; % of control where 0% means no effect; nearly all actives have a fitted effect of over 60% in size
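HEK293T cells expressing luciferase-tagged ELG1 were exposed to compound or DMSO vehicle for 16 hr at 37 °C and 5% CO2. Luciferase activity was then measured with ONE-Glo after 30 min at room temperature.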
NPC1 promoter act: activators of NPC1 promoter. AID 485313. 320,000 compounds, 2.4% hits. Huh7 NPC1 promoter luciferase reporter, 24 h. Potency, µM (series often up to 9.22 µM), for inactives: at the highest dose activation, hits mostly activators;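 note: potency is the fitted concentration of half-maximal effect; % of control where 0% means no effect; nearly all actives have a fitted effect of over 60% in size; reporter is driven by a mutant NPC1 promoter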
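Compounds in DMSO were transferred onto Huh7 NPC1-luciferase reporter cells pre-incubated 2 h; after 24 h at 37 °C, Amplite reagent was dispensed and luminescence recorded 10 min later.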
PKM2 act: PKM2 (human) enzyme activation; 260,000 compounds, 0.34% hits; P14618; purified PKM2, Kinase-Glo ATP luminescence, activation; response scale: 0% is enzyme alone, no compound; Potency, µM (highest dose often 57.5 µM), for inactives: top-dose activation, hits mostly activators; note: potency is the fitted concentration of half-maximal effect; % is set by controls: 0 for no effect and ±100 for the full control effect; nearly all actives have a fitted effect of over 55% in size
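Purified hPK-M2 (>95%) run at intermediate activity with 0.1 mM ADP and 0.5 mM PEP in 50 mM imidazole pH 7.2, KCl, MgCl2; 1 h room temperature. ATP formed read by Kinase-Glo luminescence; normalized to uninhibited and no-enzyme controls.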
VP16 counter: counter-screen for ROR gamma inhibitors: Gal4-VP16 reporter | Drosophila S2 Gal4-VP16 UAS-luciferase, luminescence, 20 h | Potency, µM (highest dose often 53.6 µM), inactives show top-dose activity, negative = inhibition, actives largely listed as inhibitors | 310,000 compounds, 3.5% hits | AID 2546;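 note: Gal4-VP16 expression switched on by copper sulfate through the metallothionein promoter; potency is the fitted concentration of half-maximal effect; % is set by controls: 0 for no effect and ±100 for the full control effect; nearly all actives have a fitted effect of over 50% in size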
BRCA1 expr up: increases BRCA1 expression | Potency, µM (series often up to 46.1 µM), for the others: at the top dose activation, most hits filed as activators | MCF7-BRCA1-FFLuc reporter, luminescence, 48 h; response scale: scaled: vehicle 0%, 10 µM genistein 100% | 380,000 compounds, 1.1% hits; note: potency is the fitted concentration of half-maximal effect; nearly all actives have a fitted effect of over 80% in size; some results filed as inactive show a strong effect at the top dose
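Luminescence from a BRCA1-driven firefly luciferase in MCF7 cells was the read-out, taken 15 min after substrate addition following 48 h compound exposure at 37 °C. Data were normalized to a 10 microM genistein control and DMSO vehicle.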
Menin-MLL TR inh: inhibitors of human menin-MLL interaction, mutant MLL peptide; O00255; Menin + Texas Red MLL mutant peptide, fluorescence polarization; Potency, µM (top dose mostly 61.6 µM), for the others: at the highest dose FP activity change, negative = inhibition, most hits filed as inhibitors; 270,000 compounds, 0.23% hits; AID 1768; active = well fitted inhibition curve with a large enough effect in the polarisation, with a control signal flat, not every such curve was filed as active; inconclusive = small, poorly fitted or top-dose-only effect, or effect the other way, or a change in a side signal; inactive = no such curve, though single readings can be large or run the other way; the % refers to the polarisation; note: potency is the fitted concentration of half-maximal effect; % of control where 0% means no effect; many of its hits are not listed in these tables
Target sequence (O00255 whole entry, looked up): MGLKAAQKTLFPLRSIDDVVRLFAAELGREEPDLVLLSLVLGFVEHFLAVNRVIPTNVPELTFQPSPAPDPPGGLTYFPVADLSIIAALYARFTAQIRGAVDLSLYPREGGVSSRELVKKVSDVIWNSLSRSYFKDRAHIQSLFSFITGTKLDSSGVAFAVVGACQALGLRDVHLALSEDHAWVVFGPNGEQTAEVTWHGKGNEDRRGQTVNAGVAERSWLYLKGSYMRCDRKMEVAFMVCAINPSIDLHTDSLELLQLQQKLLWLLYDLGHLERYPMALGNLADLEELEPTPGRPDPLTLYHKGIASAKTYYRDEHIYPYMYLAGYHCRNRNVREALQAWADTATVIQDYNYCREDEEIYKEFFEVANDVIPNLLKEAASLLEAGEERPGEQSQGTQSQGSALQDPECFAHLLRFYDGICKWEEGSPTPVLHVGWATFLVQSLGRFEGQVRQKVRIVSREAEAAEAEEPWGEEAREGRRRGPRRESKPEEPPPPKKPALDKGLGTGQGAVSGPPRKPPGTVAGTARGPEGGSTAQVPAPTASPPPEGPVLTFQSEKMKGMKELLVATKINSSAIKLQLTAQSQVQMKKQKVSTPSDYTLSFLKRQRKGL
Giardia kill: kills Giardia lamblia. activity change, % at 7.66 µM, hits read low. 340,000 compounds, 0.15% hits. Giardia lamblia trophozoite viability. AID 540267; in the data active = activity change below about -80%; inconclusive = between about -30% and that limit;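 note: parasites exposed to compound for two days anaerobically before the ATP read; % is set by controls: 0 for no effect and ±100 for the full control effect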
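Giardia trophozoites, 100 cells per well, were exposed to compounds for 48 hrs at 37 deg C under anaerobic conditions; viability was then read as ATP content by bioluminescence after 15-30 min at room temperature.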
Rab9 promoter act: activators of Rab9 promoter; Huh7 Rab9 promoter-luciferase reporter, luminescence, 24 h; Potency, µM (titrated, usually from 9.22 µM), inactives show top-dose activation, negative = inhibition, usual class: activators; 320,000 compounds, 2.8% hits; AID 485297; note: potency is the fitted concentration of half-maximal effect; % of control where 0% means no effect; nearly all actives have a fitted effect of over 60% in size
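Cells were plated at 1500 per well in reduced-serum medium with 10% FBS and left 2 h. Compound in DMSO was then added for 24 h at 37 °C. Reporter signal was read by luminescence after 10 min with luciferase detection reagent.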
RORgamma inh: inhibitors of mouse ROR gamma transcriptional activity; P51450; Drosophila S2 Gal4-RORgamma UAS-luciferase reporter, 20 h; Potency, µM (highest dose often 53.6 µM), for inactives: top-dose activity change, negative = inhibition, most hits filed as inhibitors; 310,000 compounds, 5.4% hits; AID 2551; note: potency is the fitted concentration of half-maximal effect; % is set by controls: 0 for no effect and ±100 for the full control effect; nearly all actives have a fitted effect of over 60% in size
Target sequence (P51450 whole entry, looked up, the tested form may be a part): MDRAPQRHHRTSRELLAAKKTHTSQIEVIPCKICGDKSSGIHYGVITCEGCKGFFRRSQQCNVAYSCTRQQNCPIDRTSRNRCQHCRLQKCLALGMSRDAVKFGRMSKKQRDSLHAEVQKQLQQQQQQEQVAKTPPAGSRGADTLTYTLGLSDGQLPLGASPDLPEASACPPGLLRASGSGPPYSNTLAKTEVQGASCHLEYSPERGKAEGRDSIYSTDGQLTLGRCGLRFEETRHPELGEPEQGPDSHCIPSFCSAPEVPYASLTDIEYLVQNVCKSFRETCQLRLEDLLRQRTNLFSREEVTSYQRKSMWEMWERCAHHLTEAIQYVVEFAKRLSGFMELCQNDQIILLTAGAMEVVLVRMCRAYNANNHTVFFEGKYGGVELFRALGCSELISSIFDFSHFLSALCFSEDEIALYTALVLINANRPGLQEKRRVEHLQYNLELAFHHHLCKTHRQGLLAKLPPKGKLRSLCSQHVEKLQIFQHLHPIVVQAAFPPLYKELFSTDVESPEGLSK
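A Gal4/UAS one-hybrid system in insect cells: metallothionein-promoter Gal4–ROR gamma fusion plus Photinus luciferase reporter. Copper sulfate 700 uM final, 20 hr ambient incubation, luminescent detection after 10 min with reagent.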
FLuc counter: inhibits or activates purified firefly luciferase, miR-21 counter-screen. P08659. purified FLuc, Km substrates, luminescence inhibition. Potency, µM (doses to about 57.5 µM), inactives show at the top dose activity change, negative = inhibition, usual class: inhibitors. 360,000 compounds, 6.9% hits;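 note: potency is the fitted concentration of half-maximal effect; plate controls were vehicle for no effect and reference inhibitor for full effect; nearly all actives have a fitted effect of over 55% in size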
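Biochemical qHTS of compounds, final roughly 60 µM downward over six points, against 10 nM purified firefly luciferase using Km concentrations of substrates (10 uM D-luciferin, 10 uM ATP) in Tris acetate pH 7.5 buffer; luminescence output.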
p53 reactivator: mutant p53 re-activation in reporter cells | H1299 p53-A138V BP100-luciferase reporter, luminescence, 24 h | Potency, µM (titrated, usually from 92.2 µM), without a hit: at the top dose activity change, positive = activation, actives largely listed as activators | 320,000 compounds, 0.063% hits; note: potency is the fitted concentration of half-maximal effect; % of control where 0% means no effect; nearly all actives have a fitted effect of over 45% in size
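p53-null H1299 cells stably carrying temperature-sensitive p53-A138V and a BP100-luciferase reporter were pinned with compounds (4-point, 1:5 series) and held 24 hrs at 37 deg C. Luminescence was read 10 min after detection reagent.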
Starred values were filed as active, the others as inactive; ? = inconclusive; . = no result given; & = joins results of further samples; [ ] = remark or other dose. Unless noted, calls come from the whole dose curve; as a rule, active = well fitted curve in the direction sought with a large enough effect; inconclusive = small, poorly fitted or top-dose-only effect, or another doubt; inactive = no such curve, though single readings can be large; an effect the other way counts as inactive or inconclusive. An excerpt; the hit share may differ from the screen's.

SMILES	ELG1 genotox	NPC1 promoter act	PKM2 act	VP16 counter	BRCA1 expr up	Menin-MLL TR inh	Giardia kill	Rab9 promoter act	RORgamma inh	FLuc counter	p53 reactivator
CN(c1ccc(C(=O)NCc2ccc3c(c2)OCO3)cc1)S(C)(=O)=O	3%	0%	-3%	.	8%	6%	-11	1%	16%[0.365 µM]	1%	2%
Cc1ccc(S(=O)(=O)NNC(=O)c2ccoc2C)cc1	-2%	2%	-2%	-16%	9%	.	-9	-1%	14%	0%	1%
CC(=O)Nc1cc(C(=O)N2CCc3ccccc3C2)ccc1Sc1ccc(Cl)cc1	2%	1%	6%	-10%	-24%	-20%	-2	0%	40%	4%	-13%
CCOC(=O)c1ccc(Nc2nc(=O)c3cccnc3s2)cc1	5%	3.5µM*	1%	-13%	?	-2%	9	4.5µM*	1%	?	7%
CC1CCCC(NC(=O)CCNC(=O)c2ccc([N+](=O)[O-])cc2)C1C (stereo not drawn)	-1%	-4%	-7%	3%	-5%	.	5	-3%	-3%	3%	1%
CCNc1nc(NC(C)(C)C)nc(N(C#N)CC)n1	5%	-3%	-9%	0%	-29%	11%	-1	-1%	-1%	-1%	4%
CCn1cc(C(=O)O)c(=O)c2cc(F)c(N3CCN(C(=S)NC(=O)c4ccccc4Br)CC3)cc21	-12%	-2%	1%	-27%	1%	-1%	11	-10%	?	-2%	-2%
O=S(=O)(c1ccc2oc3ccccc3c2c1)N1CCCC1	-4%	-1%	7%	1%	7%	10%	-1	-4%	-1%	3%	2%
C=CCSc1nc2ccsc2c(=O)n1-c1ccccc1	4%	-10%	4%	30%	-20%	?	-10	-32%[inhibitor]	31%	-8%	-1%
CCCCc1nc(SCCOC)c2c(=O)n(C)c(=O)n(C)c2n1	-7%	-1%	3%	5%	-17%	-10%	-9	-1%	29%	1%	1%
COc1ccc(CC(CC(=O)O)C(=O)Nc2ccccc2)cc1 (stereo not drawn)	-2%	-1%	9%	-4%	1%	3%	12	-3%	-37%	1%	0%
O=C(NC(=S)N1CCc2ccccc21)c1ccccc1	-6%	0%	3%	0.5µM*	-37%	4%	0	4%	0.56µM*	-2%	17%
COc1ccc(/C=N/n2cnnc2)cc1COc1ccccn1	-1%	-1%	0%	-4%	2%	-14%	-3	0%	-26%	1%	-4%
Nn1c(SCC(=O)NCC2CCCO2)nnc1-c1cc(Cl)ccc1Cl (stereo not drawn)	0%	1%	.	.	5%	.	0	2%	.	3%	1%
O=C(NCC(c1ccco1)N1CCCC1)c1ccccc1F (stereo not drawn)	12%	2%	1%	20%	-1%	.	-4	-4%	-17%	-15%	10%
Cc1ccccc1NC(=S)N(Cc1cccnc1)Cc1ccco1	0%	0%	0%	?	-1%	?	-12	-5%	25%	0%	0%
COc1ccc(-c2cc(C(=O)N/N=C/c3sccc3C)c3ccccc3n2)c(OC)c1	-9%	-6%	-13%	?	-25%	0%	-27	2%	4.5µM*	-11%	4%
N#C/C(=C\c1ccc(F)c(Br)c1)C(=O)NC1CC1	10µM*	3.2µM*	3%	?	-3%	.	1	4µM*	?	?	?
Cc1ccc(S(=O)(=O)N2CCOCC2)cc1C(=O)NCc1ccccn1	3%	1%	.	.	-18%	.	16	0%	.	3%	11%
CCOc1cc(/C=N/NC(=O)CN2CCCCC2)ccc1OCc1ccccc1	-1%	-2%	-11%	4%	0%	-15%	9	-4%	-7%	-11%	-1%
CC1(C)Cc2cccc(Oc3ccc(S(=O)(=O)N4CCCC4)cn3)c2O1	-9%	-3%	-1%	2%	-9%	-7%	0	0%	1%	1%	-5%
Cc1cc(C)n2[nH]c(=O)c(N=Nc3cccc(Cl)c3)c2n1	.	.	-2%	1%	15%	-10%	8	.	8.9µM*	1%	.
Cc1c(C)c2ccc(O[C@@H]3O[C@H](CO)[C@H](O)[C@H](O)[C@H]3O)cc2oc1=O	7%	0%	.	4%	3%	4%	4	6%	-6%	6%	2%
CCCCSc1nnc(-c2cc(Br)ccc2N)c(=O)[nH]1	-7%	-1%	7%	8%[0.365 µM]	-2%	-12%	0	-3%	?	-6%	5%
COc1ccc(N(C(=O)c2ccco2)C(C(=O)NC2CCCC2)c2ccncc2)cc1 (stereo not drawn)	4%	-5%	.	-12%	-1%	.	16	2%	-3%	2%	1%
Going on with the list.
SMILES	ELG1 genotox	NPC1 promoter act	PKM2 act	VP16 counter	BRCA1 expr up	Menin-MLL TR inh	Giardia kill	Rab9 promoter act	RORgamma inh	FLuc counter	p53 reactivator
O=C(OCc1nnc(-c2ccccc2)o1)c1ccc2c(c1)OCO2	-6%	12%	-16%	-10%	19%	3%	14	11%	-4%	-19%	6%
COC(=O)c1c(C(=O)OC)c(-c2cccc(Cl)c2)n2c1CS(=O)(=O)C2	1%	2%	.	11%	-23%	22%	24	-1%	-7%	1%	-9%
CC1CC(C)CN(S(=O)(=O)c2cccc(C(=O)N3C(=O)c4cccc(N)c4C3=O)c2)C1 (stereo not drawn)	-1%	-1%	-2%	2%	0%	-5%	4	3%	-11%	2%	-4%
Oc1ccc(N=Nc2ccc3ccccc3c2)cc1	2.3µM*	3.5µM*	1%	?	?	?	-1	?	6.3µM*	1.1µM*	11%
Cc1cc(Br)ccc1NC(=S)Nc1cccc([N+](=O)[O-])c1	-5%	1%	1%	?	-57%	?	-3	-1%	11µM*	-6%	13%
CCOC(=O)/C=C/C(=O)Nc1ccccc1C(=O)NC1CCCCC1	11%	-4%	-3%	0%	1%	-5%	3	-1%	-25%	0%	?
O=C(O)CN1C(=O)/C(=C2\SC(=S)N(C(Cc3ccccc3)C(=O)O)C2=O)c2ccccc21 (stereo not drawn)	-4%	1%	-8%[11.5 µM]	-2%	-3%	?	7	-1%	3%	-18%	1%
CCNC(=O)Nc1ccc(OC)cc1OC	1%	0%	2%	-10%	25%	-25%	29	-4%	-13%	-1%	-1%
OC(CN1CCN(c2ccccc2)CC1)c1c[nH]c2ccccc12 (stereo not drawn)	-4%	-4%	2%	-4%	-18%	-4%	6	3%	-3%	-2%	-7%
CN(C)C(CNC(=O)c1cc(S(=O)(=O)N(C)Cc2ccccc2)ccc1Cl)c1ccco1 (stereo not drawn)	22%	-4%	.	.	-20%	.	-5	-1%	.	-18%	-3%
COc1ccc(/C=C/c2nc(S(=O)(=O)c3ccccc3)c(N(C)C)o2)cc1OC	-3%	-3%	.	1%	-13%	.	-2	-6%	20%	0%	-5%
Cc1ccc(SCCNC(=S)Nc2ccc(C)cc2C)cc1	0%	-2%	0%	7.9µM*	10%	-3%	15	-8%	3.5µM*	1%	9%
Cc1ccc(S(=O)(=O)N2CCN(C(=O)CSc3nnc(-c4ccco4)o3)CC2)cc1	-8%	-1%	?	10%	1%	-10%	30[activator]	0%	-23%	0%	-11%
CN(CC1CCCN(CCc2ccc(F)cc2)C1)C(=O)CCC(F)(F)F (stereo not drawn)	-1%	-2%	1%	-6%	-36%	4%	-5	-10%	-30%	-1%	.
Cc1ccc(C)c(Cn2c(CN(C)Cc3ccccc3)nc3c2c(=O)n(C)c(=O)n3C)c1	-12%	-1%	-2%	-7%	-1%	?	16	-7%	-37%	0%	0%
O=C(CSc1ccccc1C(=O)O)NC1CCCCCC1	-2%	-3%	0%	15%	0%	.	0	-2%	20%	-17%	3%
FC(F)(F)c1cccc(NC(=S)N2CCCC2)c1	3%	-5%	.	0%	3%	-2%	0	0%	2%	-1%	-3%
O=C(Cc1cccs1)NCCSc1c(-c2ccc(Cl)cc2)[nH]c2ccccc12	-7%	4%	-9%	?	-78%	?	-13	-4%	?	4%	3%
CCC/C=C(\CCC)C(NC(=O)Cc1ccccc1)c1ccc(C(=O)OC)cc1 (stereo not drawn)	-2%	-3%	1%&1%	-5%&-10%	0%	-1%&-30%	-21	-3%	-7%&16%	1%	-3%
Cc1c(N)cccc1-c1nc2ccccc2[nH]1	18%	25%	-13%	?	60%	17%	-5	30%	11µM*	24µM*	19%
CC(NC(=O)c1csc2ccccc12)C1CCCO1 (stereo not drawn)	?	12%	7%	.	71%	3%	-3	2%	21%[0.365 µM]	-11%	29%
CCOc1ccc(NS(=O)(=O)c2ccc(C(=O)NCC(c3ccco3)N(C)C)cc2)cc1 (stereo not drawn)	-1%	0%	.	.	-5%	.	-22	-3%	.	1%	-4%
Cc1onc(-c2c(Cl)cccc2Cl)c1C(=O)c1c[nH]c(C(=O)NCCCN2CCOCC2)c1	-1%	2%	0%	-3%	0%	13%	14	0%	18%	7%	-3%
Cc1ccc(S(=O)(=O)c2c(COC(=O)c3ccccc3Cl)c(-c3ccccc3)nn2C)cc1	-8%	-5%	-7%	7%	-36%	0%	0	1%	-11%	1%	-1%
O=C(NCCCn1ccnc1)C(=O)c1c[nH]c2ccccc12	3%	2%	-14%	-8%	-14%	2%	-14	-3%	-1%	5%	-2%
